Compound activity as filed in PubChem BioAssay.
a7 integrin act: activates integrin-mediated alleviation for muscular dystrophy; alpha7betagal myoblasts, beta-gal FDG fluorescence, 48 h; Potency, µM (doses to about 38.3 µM), inactives show at the top dose activation, actives largely listed as activators; hit rate 0.064% among 350,000; AID 624291;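 also: potency is read from the fitted curve at half-maximal effect; 100% = response of the positive control SU9516; nearly all actives have a fitted effect of over 60% in size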
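Alpha7betagal+/- myoblasts (passage 13) were plated 16-24 hr, then exposed to compounds (1:260 dilution of DMSO stock) for 48 hours at 37C. After MPER lysis, β-galactosidase reporter activity was read as FDG fluorescence (ex 480/em 540) after 30 minutes.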
Mito fusion yeast: inhibitors of mitochondrial division or activators of mitochondrial fusion | S. cerevisiae fusion-defective mutant growth rescue, CellTiterGlo 48 h | Potency, µM (top dose mostly 46.1 µM), for inactives: top-dose growth rescue (activation), most hits filed as activators | AID 485298 | hit rate 0.23% among 320,000;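 also: potency is read from the fitted curve at half-maximal effect; % of control where 0% means no effect; nearly all actives have a fitted effect of over 45% in size; temperature-sensitive fusion mutants such as fzo1-1 at 37 °C on non-fermentable ethanol glycerol medium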
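Read-out: ATP-based luminescence (CellTiterGlo, 10 min ambient) reporting growth of fusion-defective ts yeast after 48 hours at 37C on glycerol/ethanol YPEG medium in the presence of compound.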
Menin-MLL TR inh: inhibitors of human menin-MLL interaction, mutant MLL peptide. Potency, µM (top dose mostly 61.6 µM), for inactives: top-dose FP activity change, negative = inhibition, actives largely listed as inhibitors. Menin + Texas Red MLL mutant peptide, fluorescence polarization. hit rate 0.23% among 270,000. AID 1768; active = well fitted inhibition curve with a large enough effect in the polarisation, with a control signal flat, not every such curve was filed as active; inconclusive = small, poorly fitted or top-dose-only effect, or effect the other way, or a change in a side signal; inactive = no such curve, though single readings can be large or run the other way; the % refers to the polarisation; also: potency is read from the fitted curve at half-maximal effect; % of control where 0% means no effect; many of its hits are not listed in these tables
CXXC DNA block: inhibitors of human MLL CXXC domain-DNA interaction; Potency, µM (top dose mostly 115 µM), for the others: at the highest dose activity change, negative = inhibition, usual class: inhibitors; hit rate 0.037% among 290,000; MLL-CXXC / FITC-HOXA9 DNA fluorescence polarization; AID 2662; active = well fitted inhibition curve with a large enough effect in the polarisation, with a control signal flat, not every such curve was filed as active; inconclusive = small, poorly fitted or top-dose-only effect, or effect the other way, or a change in a side signal; inactive = no such curve, though single readings can be large or run the other way; the % refers to the polarisation; also: potency is read from the fitted curve at half-maximal effect
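Steps: dispense CXXC domain solution (7 uM) → pin compounds or unlabeled HOX-A9 DNA control → 5 min ambient → add FLSN-HOX-A9 solution (50 nM) → spin → 30 min ambient → fluorescence polarization. Tris pH 7.5/NaCl/DTT/BSA buffer.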
TSHR antag: blocks TSH signaling through the human TSH receptor. TSHR-expressing cells, TSH-stimulated cAMP HTRF, 2 h; hits give low values. P16473. activity change, negative = inhibition, % at 11.5 µM. hit rate 0.2% among 330,000. AID 504810;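 active = activity change below a set negative limit, meaning inhibition stronger than a set level, cut at about -70% in these data; inconclusive = activity change between two set negative limits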; also: % is scaled to controls: 0 for no effect and ±100 for the full control effect
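Inhibition of cAMP made by TSHR-expressing cells under TSH stimulation (4nM final, EC80; 2 h, 37 deg C) is quantified with a one-step lysis HTRF kit, anti-cAMP cryptate versus cAMP-d2.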
TCR activator: activates T cell receptor signaling | primary human leukocytes, anti-CD3, IL-2 HTRF, 48 h | Potency, µM (top dose mostly 9.22 µM), without a hit: top-dose activation of IL-2 secretion, most hits filed as activators | 330,000 tested, under 10 active; also: % of control where 0% means no effect
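Using a-CD3 beads without co-stimulation, primary human leukocytes were exposed to compounds for 48 hr. An HTRF IL-2 kit measured the cytokine, with europium-to-d2 energy transfer producing emission at 665nm upon 320nm excitation.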
MBNL1-CUG inh: MBNL1-poly(CUG) RNA binding inhibition; TR-FRET MBNL1-His/biotin-(CUG)12 binding, 665/545 ratio; Potency, µM (doses to about 57.5 µM), without a hit: top-dose activity change, negative = inhibition, most hits filed as inhibitors; hit rate 0.036% among 280,000; AID 2675; active = well fitted inhibition curve with a large enough effect in the signal ratio, with a control signal flat, not every such curve was filed as active; inconclusive = small, poorly fitted or top-dose-only effect, or effect the other way, or a change in a side signal; inactive = no such curve, though single readings can be large or run the other way; the % refers to the signal ratio; also: potency is read from the fitted curve at half-maximal effect; % is scaled to controls: 0 for no effect and ±100 for the full control effect
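Compound titration spanned 92 nM–58 uM against the MBNL1-His/biotin-(CUG)12 complex. After 60 min at room temperature with 5 nM streptavidin-XL665 and 0.055 ng/ul terbium anti-His, ratiometric 665/545 nm emission (Ex 340 nm) normalized to controls.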
PTAP TSG101 blk: blocks PTAP/TSG101 interaction to inhibit HIV-1 budding; Q99816; Fluorescence polarization, FITC-PTAP peptide / Tsg101 binding; Potency, µM (highest dose often 115 µM), for inactives: at the top dose activity change, negative = inhibition, actives largely listed as inhibitors; 340,000 tested, under 10 active; active = well fitted inhibition curve with a large enough effect in the main read-out, with a control signal flat, not every such curve was filed as active; inconclusive = small, poorly fitted or top-dose-only effect, or effect the other way, or a change in a side signal; inactive = no such curve, though single readings can be large or run the other way; also: potency is read from the fitted curve at half-maximal effect; % of control where 0% means no effect
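Compounds were pin-transferred onto Tsg101 binding domain (10 uM final) in HEPES pH 7.5 buffer, then FITC-PTAP peptide was added at 50 nM final. After 20 min at RT, polarization reported peptide displacement across a qHTS concentration series.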
ASM inhibitor: human S-ASM enzyme inhibition; P17405; placental ASM, HMU-PC fluorogenic substrate, 60 min; Potency, µM (doses to about 57.5 µM), for the others: at the highest dose activity change, negative = inhibition, actives largely listed as inhibitors; hit rate 0.006% among 340,000; AID 504937; also: potency is read from the fitted curve at half-maximal effect
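qHTS format. ASM enzyme prepared from human placenta hydrolyses the fluorogenic substrate HMU-PC0 (9 uM final) over 60 min at 37 °C after a 10 min compound preincubation.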
AT treatment: potential ataxia-telangiectasia treatment | […] A-T fibroblasts, KAP-1 phosphorylation AlphaLISA; neocarzinostatin DNA damage 30 min before lysis | Potency, µM (titrated, usually from 57.5 µM), for inactives: at the highest dose activation, actives largely listed as activators | hit rate 0.19% among 320,000; also: potency is read from the fitted curve at half-maximal effect; % of control where 0% means no effect; nearly all actives have a fitted effect of over 45% in size
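ATM-like activity read as KAP-1 phosphorylation via AlphaLISA donor/acceptor antibody pairs after lysis and 6 hr at 25C. Cells were ATM-null patient fibroblasts ([…], hTERT), dosed 60 min, then exposed to the DSB inducer NCS for 30 min.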
Active calls of the source: *; ? = inconclusive; / = not tested or not shown; [ ] = another dose, or the depositor's remark. Unless noted, calls follow the shape of the dose curve; as a rule, active = well fitted curve in the direction sought with a large enough effect; inconclusive = small, poorly fitted or top-dose-only effect, or another doubt; inactive = no such curve, though single readings can be large; an effect the other way counts as inactive or inconclusive. An excerpt; the hit share may differ from the screen's.

SMILES | a7 integrin act | Mito fusion yeast | Menin-MLL TR inh | CXXC DNA block | TSHR antag | TCR activator | MBNL1-CUG inh | PTAP TSG101 blk | ASM inhibitor | AT treatment
CCN(Cc1ccc(OC)c(COC)c1)CC1CCCN(CCc2cccc(F)c2)C1 (stereo not drawn) | -51%[inhibitor] | -6% | -6% | -10% | 13 | 4% | -4% | 4% | 4% | 2%
O=C(NCc1ccc(F)cc1)C1CCCN1C(=O)Nc1ccc(F)cc1 (stereo not drawn) | 7% | -2% | -10% | 2% | -9 | 3% | 3% | 0% | 2% | 1%
CC1=Nc2cccc3cccc(c23)N1 | -11% | -1% | -6% | -13% | -2 | / | ? | -7% | 1% | -9%
CCN(c1ccccc1)S(=O)(=O)c1ccc(C(=O)Nc2nnc(CSC)o2)cc1 | -47% | 1% | ? | -4% | -3 | 3% | -2% | 2% | 4% | -8%
CCOC(=O)COc1ccc(S(=O)(=O)NCCC2=CCCCC2)cc1 | 29% | 12% | -24% | -8% | ? | -1% | 1% | -1% | 4% | -7%
O=C(Nc1ccc2c(c1)OCCO2)C1CCCN1S(=O)(=O)c1ccc(Cl)cc1 (stereo not drawn) | -2% | 6% | 7% | 1% | -2 | 7% | -8% | -13% | 0% | -2%
CC1CN(S(=O)(=O)c2cccc(C(=O)Nc3ccccc3N3CCCCC3)c2)CC(C)O1 (stereo not drawn) | -31% | ? | / | / | -24 | 8% | / | -1% | 0% | 1%
COC(=O)c1ccc(C)c(NC(=O)Cc2coc3cc(OC)ccc23)c1 | 27% | 0% | 3% | 11% | -8 | 2% | -6% | -6% | -3% | 3%
CN(C)c1ncnc2[nH]ncc12 | 0% | / | / | / | / | 7% | / | -3% | 5% | /
CC(=O)N1CCC2(CC1)C(C#N)=C(N)Oc1n[nH]c(CSc3ccc(C)cc3)c12 | 3%[7.66 µM] | 0% | 6% | -7% | -8 | / | 6% | -6% | 5% | -3%
CN(C(=O)COC(=O)c1ccc2c(c1)OCCO2)c1ccccc1 | 0% | -1% | 1% | -38% | 1 | -4% | 3% | -3% | 8% | -4%
CCn1c(-c2ccc(F)cc2)n[nH]c1=S | 27% | -9% | ? | 1% | -4 | 4% | -4% | -4% | 2% | 6%
O=C(c1cc(Cl)ccc1F)N1CCCC(Nc2ccc3c(c2)OCCO3)C1 (stereo not drawn) | 13% | 2% | / | 3% | 3 | 4% | 2% | -4% | 4% | 6%
CS(=O)(=O)c1ccc(-c2nnn(CC(=O)N3CCCCC3)n2)cc1 | -10% | 0% | -19% | 5% | -1 | -4% | -6% | -3% | 1% | 1%
COc1nccnc1NS(=O)(=O)c1ccc(NC(=S)NC(=O)c2cccc(F)c2)cc1 | 30% | 8% | 4% | 6% | -8 | 7%[46.1 µM] | -11% | -2% | 0% | 16%
CC1(C)Cc2c(c(N3CCCCC3)[nH]c(=S)c2C#N)CS1 | -10% | 3% | 4% | 1% | -1 | -4% | 3% | -3% | 5% | -1%
COC(=O)c1ccc(C(=O)N=c2sccn2C)cc1 | 1% | 11% | 3% | -8% | -7 | 4% | -2% | -2% | 25% | -7%
CCC[C@@H](CN1CCC[C@H]1CN1C(N)=NC[C@H]1C(C)C)N1C[C@@H](Cc2ccccc2)N(CCCC2CCCC2)C1=N | -3% | / | / | / | 1 | -1% | / | -2% | 2% | 9%
Cc1ccc(C(=O)OCC(=O)Nc2cc(F)ccc2F)cc1NC(=O)c1ccco1 | 5% | -2% | 7% | -3% | -1 | -7% | 5% | -4% | -1% | 2%
CC1(C)CCC(=O)N2CC[C@H]3C[C@H](OC(=O)Nc4ccccc4)C[C@@H]1[C@H]32 | -20% | -3% | 3% | 4% | 9 | -4% | -9% | -6% | 1% | 0%
COc1ccc(CCC(=O)N/N=C(\C)c2ccc3c(c2)OCO3)cc1 | -11% | -1% | / | -3% | 0 | 7% | -3% | -1% | 4% | 7%
CCCOc1ccc2c3c(c(=O)oc2c1OCCC)CCC3 | -25% | 6% | -7% | 11% | -26 | -3% | 4% | 0% | -10% | 12%
Cc1cc(C)nc(NS(=O)(=O)c2ccc(NC(=O)c3ccccc3[N+](=O)[O-])cc2)n1 | 0% | 2% | -2% | -2% | 11 | 1% | 10% | -3% | 2% | 8%
Cc1cc(-c2ccc(F)cc2)nc2cc(C(N)=O)nn12 | 12% | 0% | -13% | 4% | 13 | 0% | ? | 6% | 63%[activator] | /
COc1cc(C(=O)Nc2ccc3oc(-c4cccnc4)nc3c2)cc(OC)c1OC | 4% | 6% | -1% | 5% | -4 | 4% | -4% | 0% | 0% | 0%
COc1cccc(N2CCN(S(=O)(=O)c3ccc4c(c3)N(C(C)=O)CCO4)CC2)c1 | 22% | 3% | ? | 4% | 8 | -3% | -9% | 0% | -1% | -3%
OCCN1CCN(C2Cc3cc(Cl)ccc3Sc3ccc(Cl)cc32)CC1 (stereo not drawn) (tested in a mixture with another compound) | -52%[inhibitor] | -16% | -7% | 5% | 0 | -2%[46.1 µM] | -26% | -1% | ? | /
COc1ccc(NC(=O)C2CCCC2)cn1 | 0% | 2% | 4% | 0% | 9 | 1% | 4% | 1% | 10% | 3%
C/C(=C\C(=O)C(F)(F)F)Nc1ccc(C)cc1 | 11% | -2% | -2% | 0% | -4 | -2%[46.1 µM] | -27% | -1% | 6% | -10%
COc1ccccc1NC(=O)CSc1nccc(-c2ccco2)n1 | -36% | 4% | / | / | 3 | 3% | / | -5% | 0% | 8%
CN1CCN(C(=O)/C(=C\c2cccs2)NC(=O)c2cccs2)CC1 | -10% | 3% | 4% | 2% | 21 | 3%[46.1 µM] | ? | -3% | 1% | 3%
Cc1ccccc1Nc1ncc(C#N)c(N)n1 | ? | -2% | / | -5% | 4 | 3% | -5% | 0% | 2% | -6%
COC(=O)N/N=C/c1cn(CCOc2ccccc2OC)c2ccccc12 | 0% | 6% | 47%[activator] | -3% | -4 | 5% | 11% | 1% | -2% | -18%
COc1cc(S(=O)(=O)N(C)C2CCCCC2)c(C)cc1C | -40% | 14% | ? | -3% | 7 | 2% | 0% | 0% | 1% | 14%
COc1ccccc1NC(=O)c1ccc2c(c1)nnn2C | 16% | -6% | -3% | 4% | -2 | -13% | -3% | -3% | -1% | -2%
CC(=O)c1c[nH]c(C(=O)Nc2ccc(N3CCCCCC3)cc2)c1 | -31% | 21% | / | / | -12 | 7% | / | 0% | 0% | -2%
Cc1ccc(-c2nnn(CC(=O)N(CC(=O)NC3CCCC3)c3cnc4ccccc4c3)n2)o1 | 12% | -2% | -17% | 2% | -3 | / | 0% | -4% | 1% | 3%
Cc1ccc(NC(=Nc2ccc(Br)cc2)N2CCOCC2)cc1C | -62%[inhibitor] | -30% | -9% | 39%[activator] | 9 | -22% | 1% | -1% | 0% | -10%
COC(=O)CCc1c(C)c(C(=O)c2cc(F)c(F)c(F)c2F)c2ccccn12 | 19% | ? | -22% | -1% | 9 | -1% | 9% | -4% | -1% | -18%
CCOC(=O)C1(C)NC(c2ccc(OC)c(OC)c2)C2C(=O)N(CC)C(=O)C21 (stereo not drawn) | -21% | -1% | 0% | -5% | 7 | -7% | -5% | -2% | 4% | -11%
Cc1cc(Cl)c2oc(C(=O)N3CCN(C4CCS(=O)(=O)C4)CC3)c(C)c2c1 (stereo not drawn) | -2% | -7% | 1% | 15% | -1 | 2% | -6% | -7% | -1% | 17%
CCOCC(=O)Nc1cc(-c2cn3cccnc3n2)ccc1C | 14% | 0% | 15% | -4% | 6 | -2% | ? | -7% | / | -1%
COc1cc(NC(=O)Cc2ccccc2)ccc1NC(=O)c1ccco1 | 10% | -7% | -11% | 1% | -18 | -1% | -9% | -2% | -2% | -3%
COc1ccc(C(=S)Nc2ccc(N(C)C)cc2)cc1 | -9% | -1% | / | 1% | -5 | -3% | 9% | -1% | -2% | -2%
CC(=O)c1nn(-c2ccccc2)cc1C(=O)c1cccc(Br)c1 | 15% | 9% | ? | 6% | -4 | -2%[46.1 µM] | 6% | -9% | -1% | 2%
